TbMetRS inhib: T. brucei MetRS inhibitors, primary screen, biochemical, luminescence | purified T. brucei MetRS, ATP depletion, Kinase-Glo luminescence | inhibition, % at 11.9 µM | AID 624268, 2012 | 360,000 tested, 0.4% active | methionyl-tRNA synthetase (Trypanosoma brucei brucei);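 active = inhibition above a per-plate cutoff of the control wells' mean inhibition plus 3 SD, cut at about 5.5% in these data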;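 also: 0% = DMSO wells median and 100% = median of wells with control inhibitor compound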
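Material: parasite MetRS enzyme / Replication: singlicate, one well per compound / Signal: luminescence of leftover ATP / Schedule: 2 h aminoacylation at 25 °C after 15 min preincubation / Medium: HEPES-MgCl2-KCl buffer plus DTT, spermine, BSA, pyrophosphatase / Doses: 11.9 µM single point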
MsrA act: bovine MsrA enzyme activators, primary screen, biochemical, absorbance, HTS. purified bovine MsrA, absorbance read-out. 360,000 tested, 0.3% active. activation, % at 10.6 µM. Methionine sulfoxide reductase A (Bos taurus); in the data active = activation above about 7.5%;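 also: 0% = vehicle and 100% = reference activator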
SUMO1 PPI mod: modulators of SUMO1 protein-protein interactions, primary screen, biochemical, uHTS. Small ubiquitin-related modifier 1 (Homo sapiens), P63165. AID 602429, 2012. SUMO1 binding to a labelled peptide, TR-FRET, 1 h. inhibition, % at 20 µM. 360,000 tested, 0.33% active; in the data active = inhibition above about 37%
Target sequence (P63165 whole entry, looked up): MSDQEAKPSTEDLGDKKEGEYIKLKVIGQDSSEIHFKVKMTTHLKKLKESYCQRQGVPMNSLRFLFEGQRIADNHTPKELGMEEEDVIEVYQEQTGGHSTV
Scp-1 inhibitor: Scp-1 phosphatase inhibitors, primary screen, biochemical, colorimetric, uHTS | Carboxy-terminal domain RNA polymerase II polypeptide A small phosphatase 1 (Homo … | 340,000 tested, 0.88% active | inhibition, % at 20 µM | AID 493091, 2011 | Recombinant Scp1, phosphopeptide, malachite green phosphate absorbance;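 active = inhibition above about 50% at 20 µM, limit read from the data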;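 also: plate controls were DMSO wells with enzyme for no effect and wells lacking enzyme for full effect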
Target sequence (Q9GZU7 76-261 limits assumed): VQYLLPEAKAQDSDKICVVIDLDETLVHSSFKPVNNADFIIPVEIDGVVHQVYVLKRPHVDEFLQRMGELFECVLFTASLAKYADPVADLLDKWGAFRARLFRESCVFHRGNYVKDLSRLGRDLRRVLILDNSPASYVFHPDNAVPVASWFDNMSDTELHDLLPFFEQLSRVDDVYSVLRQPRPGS
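assay system = SCP-1 phosphatase catalytic domain, residues 76-261 | buffer or medium = 50 mM Tris acetate pH 5.5, 0.005% Tween-20, 10 mM MgCl2 | incubation = enzyme reaction 45 min at room temperature, colour 5 min, stabilisation 30 min | signal = Phosphate-binding colour reagent, absorbance read at 630 nm | measure = % inhibition at 20 µM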
DNMT1 block: human DNMT1 methyltransferase inhibitors, primary screen, biochemical, molecular beacon, fluorescence, HinP1I cleavage, uHTS; AID 588458, 2011; inhibition (reported as % activation of signal), % at 10 µM; 360,000 tested, 0.83% active; in the data active = inhibition above about 50%
CendR NRP1 mod: modulators of CendR peptide binding to NRP-1, primary screen, biochemical, fluorescence polarization, uHTS; Neuropilin-1 (Homo sapiens), O14786; FAM-RPARPAR peptide binding to NRP-1; inhibition, % at 25 µM; 360,000 tested, 0.85% active;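 active = inhibition or corrected inhibition above about 18%, plus a signal ratio from 0.5 to 1.5, limit read from the data, passing the limit was not always enough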; also: strong numbers were not always called active
STEP block: STEP phosphatase inhibitors, primary screen, biochemical, fluorescence intensity, uHTS | Tyrosine-protein phosphatase non-receptor type 5 (Homo sapiens), P54829 | recombinant STEP, OMFP fluorogenic substrate | inhibition, % at 20 µM | 360,000 tested, 0.25% active | AID 588621, 2011;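 active = inhibition at 20 µM, scaled per plate between control wells, above about 37%, limit read from the data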;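 also: 0% = DMSO with enzyme and substrate and 100% = substrate only without enzyme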
Target sequence (P54829 whole entry, looked up): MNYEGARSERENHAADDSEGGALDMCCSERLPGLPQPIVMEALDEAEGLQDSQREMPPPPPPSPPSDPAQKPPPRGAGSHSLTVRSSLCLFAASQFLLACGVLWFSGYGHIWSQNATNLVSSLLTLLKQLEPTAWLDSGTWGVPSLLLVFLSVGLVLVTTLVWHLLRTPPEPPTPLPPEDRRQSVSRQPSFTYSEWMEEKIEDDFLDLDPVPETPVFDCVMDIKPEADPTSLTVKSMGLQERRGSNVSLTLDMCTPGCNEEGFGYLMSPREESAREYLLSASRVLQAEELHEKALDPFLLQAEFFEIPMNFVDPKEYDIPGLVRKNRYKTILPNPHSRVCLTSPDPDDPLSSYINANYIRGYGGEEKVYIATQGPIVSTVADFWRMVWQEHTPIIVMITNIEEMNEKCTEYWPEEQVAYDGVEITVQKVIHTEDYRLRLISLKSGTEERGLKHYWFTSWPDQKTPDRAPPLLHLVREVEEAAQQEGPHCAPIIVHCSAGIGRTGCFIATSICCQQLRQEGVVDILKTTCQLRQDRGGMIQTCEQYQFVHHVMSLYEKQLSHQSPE
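Material: STEP (striatal-enriched tyrosine phosphatase) enzyme, cell-free; Compound dosing: 20 µM single dose in 1% DMSO; Technique: fluorescence read at 480 nm ex / 540 nm em; Times: reaction 20 min, ambient temperature; Medium: 50 mM Bis-Tris pH 6.0 with 2.5 mM DTT and 0.005% Tween 20; Also added: OMFP at 25 µM.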
MsrA inh: bovine MsrA enzyme inhibitors, primary screen, biochemical, absorbance, HTS | Methionine sulfoxide reductase A (Bos taurus) | purified bovine MsrA, absorbance read-out | inhibition, % at 15.5 µM | 360,000 tested, 0.75% active | AID 651718, 2012; in the data active = inhibition above about 4.5%;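 also: 0% = vehicle wells with enzyme and 100% = reference inhibitor wells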
LMPTP block: LMPTP phosphatase inhibitors, primary screen, biochemical, fluorescence intensity, uHTS | 360,000 tested, 0.22% active | recombinant LMPTP-A, OMFP fluorogenic substrate | Low molecular weight phosphotyrosine protein phosphatase (Homo sapiens), P24666 | AID 651560, 2012 | inhibition, % at 20 µM;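 active = compounds that cut the enzyme signal by at least half of the control window in the single-dose screen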;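 also: plate controls were DMSO wells with enzyme plus substrate for no effect and substrate without enzyme for full effect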
Target sequence (P24666 whole entry, looked up): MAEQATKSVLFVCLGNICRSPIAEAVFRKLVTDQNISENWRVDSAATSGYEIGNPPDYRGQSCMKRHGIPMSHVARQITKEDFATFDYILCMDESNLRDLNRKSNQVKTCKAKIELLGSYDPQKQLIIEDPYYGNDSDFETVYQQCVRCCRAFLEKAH
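material = LMPTP-A | quantity = 0.625 nM enzyme | reagent = OMFP substrate, 400 µM final | buffer or medium = Bis-Tris pH 6.0, DTT, detergent | detection = endpoint fluorescence intensity from OMFP dephosphorylation | dosing = single 20 µM dose | read-out basis = % inhibition relative to no-enzyme and uninhibited control wells | control set = no-enzyme and uninhibited controls | timing = 50 min at room temperature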
E coli Lon inh: inhibitors of E. coli Lon protease, primary screen, biochemical, fluorescence polarization; P0A9M0; purified E. coli Lon protease; inhibition, % at 7.94 µM; 360,000 tested, 0.42% active; AID 602123, 2011; in the data active = inhibition above about 13%, passing the limit was not always enough;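 also: 0% = enzyme with probe and DMSO and 100% = no enzyme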
An asterisk follows results filed as active; / = no result given.

Order of results: TbMetRS inhib, MsrA act, SUMO1 PPI mod, Scp-1 inhibitor, DNMT1 block, CendR NRP1 mod, STEP block, MsrA inh, LMPTP block, E coli Lon inh
- CC(C)(C)c1nnc(NS(C)(=O)=O)s1
→ -1.9, -13, 2, 7, 0, -4, -1, 0.4, -1.3, -3
- Cc1ccc(NS(=O)(=O)c2ccc3c(c2)oc(=O)n3C)cc1F
→ -0.6, -3, 4, -9, 1, 4, -4, -1.1, -2.5, -1
- O=C(CC1C(=O)NCCN1Cc1cccc(F)c1)NCCCN1CCCC1=O (stereo not drawn)
→ -0.3, 1, -1, -7, -2, 6, 1, -0.6, -0.6, 15
- CS(=O)(=O)N(CC(=O)N1CCCCCC1)c1ccc2c(c1)OCCO2
→ 1.2, -3, -6, -8, 3, 2, -2, -0.4, 0.5, -9
- O=c1ccn([C@@H]2O[C@H](CNCc3ccccc3OCc3ccc(Cl)cc3Cl)[C@@H](O)[C@H]2O)c(=O)[nH]1
→ 0.5, -4, -1, /, -1, 0, 1, 1.0, -1.2, -5
- C/C=C/C=C/C(=O)OC(C)C(=O)Nc1cc([N+](=O)[O-])ccc1OC (stereo not drawn)
→ 0.2, -4, -13, -9, -1, -4, 0, 2.6, 0.0, -2
- Cc1oc(-c2cccs2)[n+]([O-])c1C
→ -0.2, -5, -1, 0, 3, 4, 1, 2.7, -1.5, 6
- COc1ccc(C(=O)NCCC(C)C)cc1S(=O)(=O)N1CCOCC1
→ -0.3, -2, 0, -3, -2, -5, -1, -0.4, -1.3, 5
- O=C1COCC(=O)N1CCc1c[nH]c2ccccc12
→ -0.6, -4, 2, -7, -4, 7, 0, 0.3, -0.4, -1
- O=C(Nc1cc(F)ccc1F)C1CCCN(c2ncnc3c2nc2n3CCCCC2)C1 (stereo not drawn)
→ -1.4, -12, 5, -5, 0, 8, -2, -0.1, -0.2, -2

Additional compounds.
Order of results: TbMetRS inhib, MsrA act, SUMO1 PPI mod, Scp-1 inhibitor, DNMT1 block, CendR NRP1 mod, STEP block, MsrA inh, LMPTP block, E coli Lon inh
- Cc1ccc(S(=O)(=O)N2CCN(C(=O)COC(=O)c3ccccc3Cl)CC2)c(C)c1
→ -0.2, -4, -2, -11, -1, -7, 0, -0.4, 1.3, -6
- COc1cc(C(=O)N2c3ccccc3CCC2C)cc(OC)c1OC (stereo not drawn)
→ -2.2, -2, 2, -4, -1, -2, -2, 0.5, -0.6, 0
- CCOC(=O)C1=C(C)C/C(=N\NC(=O)c2ccccc2O)CC1
→ 0.5, -1, -3, -7, 2, 0, 3, 0.1, 0.6, 3
- COC(=O)C1(CO)NC(c2ccc(C)cc2)C2C(=O)N(c3ccccc3)C(=O)C21 (stereo not drawn)
→ 0.1, -1, 5, -6, -2, -4, -4, -0.6, -1.4, -2
- COc1ccc(/C(=N/O)C(C)(C)NO)cc1
→ -0.3, -4, -3, -3, 3, -2, -1, -0.9, -1.4, -2
- COc1ccc(CN(C)Cc2ccccc2)c(OC)c1OC
→ -0.1, 3, 4, -6, 10, 7, 0, -1.4, -2.3, 8
- CCCC(C)c1nnc(NC(=O)CN2C(=O)c3ccccc3C2=O)s1 (stereo not drawn)
→ -0.3, -2, 1, 1, -4, -7, 6, 2.1, -0.6, 0
- Nc1cccnc1Sc1cccc(Cl)c1
→ -0.4, -10, 0, -2, -10, -3, -12, 0.9, -0.6, -3
- Cc1cc2nc3n(c2cc1C)CC1CC(C(=O)NCCC(C)C)N(C)C31 (stereo not drawn)
→ -0.5, -7, -11, -5, 0, -4, -2, 0.1, -2.4, -17
- CCN1CCN(c2ccc(S(=O)(=O)N3CCOCC3)cc2NC(=O)c2cc(Cl)nc3ccccc23)CC1
→ 0.2, -2, -3, -5, 3, 3, 0, 0.0, 0.0, -5

Next compounds follow.
Order of results: TbMetRS inhib, MsrA act, SUMO1 PPI mod, Scp-1 inhibitor, DNMT1 block, CendR NRP1 mod, STEP block, MsrA inh, LMPTP block, E coli Lon inh
- COC(=O)Cn1nc(-c2ccccc2)c2ccccc21
→ -0.4, -3, -2, -4, 12, 2, -14, -1.4, 0.1, 3
- CCOC(=O)c1sc(NC(=O)c2cc3ccccc3o2)nc1C
→ -0.4, -2, 0, -5, -2, -18, -1, 0.9, -0.8, 0
- O=C(Nc1ccccc1)c1cccc2c(Br)cccc12
→ -0.5, -2, 2, -6, 5, 0, 0, -1.1, -1.8, 9
- CN(C)C(=O)CCc1ccc2c3c([nH]c2c1)[C@]1(CCC2CCCC2)[C@@H](C(=O)N2CCOCC2)C[C@H](CC(=O)NCCC2=CCCCC2)C(=O)N1CC3
→ 1.4, 0, 2, 1, -7, -12, -2, -0.4, 1.2, 3
- O=c1[nH]c(=S)[nH]c2c1C(c1ccc(F)cc1)OC(CCOCc1ccccc1)C2 (stereo not drawn)
→ -0.3, -3, 7, /, -2, 4, 0, -0.1, -3.6, -7
- O=C(O)[C@H](Cc1ccccc1)N1Cc2ccccc2C1=O
→ -0.7, -1, 11, -5, 3, -3, -1, -0.1, -1.2, -8
- CC(C)c1ccc(O)c(NC(=O)c2cncc(Br)c2)c1
→ -1.2, -13, 1, -9, -3, -13, 0, 0.1, -1.1, 6
- N#CCCn1cc(C(=O)Nc2ccc(C(=O)O)cc2)c(-c2cc3ccccc3o2)n1
→ -1.2, -5, -2, -13, 1, -1, -3, -0.9, -0.9, -1
- COc1ccccc1S(=O)(=O)N1CCNC(=O)C1
→ -0.1, -1, -2, -15, 3, -7, 3, -0.9, -1.5, -3
- CC1(C(=O)NS(=O)(=O)c2cccc(Cl)c2)CCN1C(=O)c1ccccc1CCc1ccccc1 (stereo not drawn)
→ -0.2, 1, 1, /, 0, -6, -5, 0.3, -1.2, -8

Some of these compounds in order of their number in DNMT1 block, descending.
Order of results: TbMetRS inhib, MsrA act, SUMO1 PPI mod, Scp-1 inhibitor, DNMT1 block, CendR NRP1 mod, STEP block, MsrA inh, LMPTP block, E coli Lon inh
- COc1ccccc1S(=O)(=O)N1CCNC(=O)C1
→ -0.1, -1, -2, -15, 3, -7, 3, -0.9, -1.5, -3
- N#CCCn1cc(C(=O)Nc2ccc(C(=O)O)cc2)c(-c2cc3ccccc3o2)n1
→ -1.2, -5, -2, -13, 1, -1, -3, -0.9, -0.9, -1
- CC1(C(=O)NS(=O)(=O)c2cccc(Cl)c2)CCN1C(=O)c1ccccc1CCc1ccccc1 (stereo not drawn)
→ -0.2, 1, 1, /, 0, -6, -5, 0.3, -1.2, -8
- CCOC(=O)c1sc(NC(=O)c2cc3ccccc3o2)nc1C
→ -0.4, -2, 0, -5, -2, -18, -1, 0.9, -0.8, 0
- CN(C)C(=O)CCc1ccc2c3c([nH]c2c1)[C@]1(CCC2CCCC2)[C@@H](C(=O)N2CCOCC2)C[C@H](CC(=O)NCCC2=CCCCC2)C(=O)N1CC3
→ 1.4, 0, 2, 1, -7, -12, -2, -0.4, 1.2, 3

A portion taken from the entries so far, as a working copy:
Order of results: TbMetRS inhib, MsrA act, SUMO1 PPI mod, Scp-1 inhibitor, DNMT1 block, CendR NRP1 mod, STEP block, MsrA inh, LMPTP block, E coli Lon inh
- CC(C)(C)c1nnc(NS(C)(=O)=O)s1
→ -1.9, -13, 2, 7, 0, -4, -1, 0.4, -1.3, -3
- Cc1ccc(NS(=O)(=O)c2ccc3c(c2)oc(=O)n3C)cc1F
→ -0.6, -3, 4, -9, 1, 4, -4, -1.1, -2.5, -1

New compounds follow.
Order of results: TbMetRS inhib, MsrA act, SUMO1 PPI mod, Scp-1 inhibitor, DNMT1 block, CendR NRP1 mod, STEP block, MsrA inh, LMPTP block, E coli Lon inh
- CN1C(C(=O)NCc2cccc(C(F)(F)F)c2)CC2Cn3c(nc4cc(Cl)c(Cl)cc43)C21 (stereo not drawn)
→ 0.2, -3, 0, -4, -1, 6, -3, 1.7, -1.4, -1
- O=C(CCSc1nnc(-c2ccncc2)o1)Nc1ccccc1Cl
→ -1.2, -5, -1, 4, 3, 11, 1, -0.7, 1.5, 1
- Cc1cccc(-n2nc(C)c3c2NC2=C(C(=O)CCC2)C3c2ccccn2)c1 (stereo not drawn)
→ -0.5, -4, -1, -3, -1, -8, 4, 0.6, 0.0, -5
- CCOC(=O)c1c(C)c(C(=O)NCc2ccc(OC)cc2)c(C)n1C
→ -0.8, -10, 0, -3, 1, 4, 4, 0.7, -1.3, -5
- COc1cccc(NC(=S)NC2CC3CCCC(C2)N3C2CCCC2)c1 (stereo not drawn)
→ 0.2, -4, 0, -6, -1, 13, 33, -0.5, 1.6, 1
- COc1ccc(NC(=O)N(C)C[C@@H]2OCc3cnnn3CCCC(=O)N([C@H](C)CO)C[C@@H]2C)c(OC)c1
→ -1.1, -4, 1, /, 3, -3, -2, 0.3, -1.2, 2
- C[C@@H]1CCC(=O)N(C[C@@H](C)CSc2ccc(Br)cc2)CC1
→ -0.4, 2, 3, -3, 1, 3, 1, -2.1, 3.6, 9
- Cc1cc(S(=O)(=O)Nc2ccccc2C(=O)O)ccc1Cl
→ 0.0, -3, 1, 12, 0, -11, 12, -0.5, -0.4, 0
- Cc1ccc(C(C)C)c(OCc2ccc(C(=O)N/N=C/c3cccc(O)c3O)cc2)c1
→ -0.9, -7, -3, -21, -29, 4, 2, 1.3, 2.9, 12
- CCN(CC)CCNC(=O)c1ccccc1C(=O)c1ncc[nH]1
→ -0.7, -2, -2, -1, 1, 5, -2, 1.5, -6.0, 0
- Cc1ccc(NC(=S)NNS(=O)(=O)c2ccc3ccccc3c2)cc1Cl
→ -0.9, -1, -1, -9, -4, -4, 4, 0.6, 1.7, -3
- NC(=O)C1CCN(C(c2ccccc2F)c2nnnn2Cc2ccco2)CC1 (stereo not drawn)
→ -0.6, -10, 2, -2, 0, -2, -2, -0.5, -0.8, 1

Bioassay records: PubChem, several laboratories
